HTRA1 inhibitor = HTRA1 serine protease inhibitors, primary screen, biochemical, fluorescence polarization, HTS; 340,000 tested, 0.5% active; recombinant HTRA1, FP-rhodamine activity-based probe; AID 504803, 2011; inhibition, % at 5.96 µM; Q92743; in the data active means inhibition above about 36%;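 further: 0% = enzyme with DMSO and 100% = wells lacking enzyme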
NPR2 activator = human GC-B receptor activators, primary screen, HEK293 GC-B cells, cGMP TR-FRET, EC30 CNP | 0% at EC30 CNP, 100% saturating CNP | activation, % at 10 µM | 370,000 tested, 0.11% active | AID 1920062, 2024;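 active means activation at 10 µM reaching about 35% in either raw or pattern-adjusted values, limit read from the data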
SIAE inh = human SIAE inhibitors, primary screen, biochemical, fluorescence polarization, FP-Rh probe, 1536-well HTS. Sialate O-acetylesterase (Homo sapiens), Q9HAT2. 370,000 tested, 0.69% active. inhibition, % at 9.66 µM. SIAE FP-Rh probe binding;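 active means inhibition above a cutoff: mean of compounds within the control limits plus 3 SD of those, cut at about 17% in these data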;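 further: 0% = plate median of compound wells and 100% = probe without SIAE protein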
TCR-CD3 inh = inhibitors of human TCR-CD3 interaction, primary screen, biochemical, fluorescence, TAMRA-labeled TCR probe | T-cell receptor (TCR) | inhibition, % at 9.4 µM | 360,000 tested, 0.37% active; in the data active means inhibition above about 19%;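 further: recombinant mutant TCR 2C K166C tagged with TAMRA read by polarization; 0% = receptor in buffer alone and 100% = receptor with positive control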
LEDGF integ inh = blockers of LEDGF/p75-dependent integrase strand transfer – biochemical, TR-FRET, high throughput, primary screen. TR-FRET IN-LEDGF/p75 DNA integration, Eu/Cy5. 370,000 tested, 0.64% active. inhibition, % at 3.7 µM. HIV-1 integrase (with human LEDGF/p75). AID 743269, 2014;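 active means inhibition above the screen-wide mean plus 3 SD, cut at about 13% in these data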;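 further: signal is the Cy5 over europium emission ratio at 671 and 618 nm; 0% = plate median of compound wells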
MBD2 inh = inhibitors of MBD2 binding to methylated DNA, primary screen, biochemical, TR-FRET, DNA-binding domain, human; 370,000 tested, 0.31% active; MBD2 binding to methylated oligonucleotide; AID 686964, 2013; Methyl-CpG-binding domain protein 2 (Homo sapiens), Q9UBB5; inhibition, % at 4.4 µM; in the data active means inhibition above about 13%
Target sequence (Q9UBB5 whole entry, looked up, the tested form may be a part): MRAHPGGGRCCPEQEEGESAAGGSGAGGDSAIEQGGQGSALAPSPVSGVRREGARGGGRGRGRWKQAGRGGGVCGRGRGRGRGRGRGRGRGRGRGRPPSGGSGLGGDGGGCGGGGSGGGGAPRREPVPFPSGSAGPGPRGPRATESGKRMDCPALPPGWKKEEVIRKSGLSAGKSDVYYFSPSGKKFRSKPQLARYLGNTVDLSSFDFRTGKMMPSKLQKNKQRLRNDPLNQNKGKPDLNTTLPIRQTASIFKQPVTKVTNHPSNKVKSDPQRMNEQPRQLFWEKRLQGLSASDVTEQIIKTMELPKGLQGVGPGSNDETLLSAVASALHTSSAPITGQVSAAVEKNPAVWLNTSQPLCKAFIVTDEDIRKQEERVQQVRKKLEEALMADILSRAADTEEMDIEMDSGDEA
mABHD4 FP = ABHD4 inhibitors, primary screen, biochemical, fluorescence polarization, mouse; (Lyso)-N-acylphosphatidylethanolamine lipase (Mus musculus), Q8VD66; AID 720543, 2013; inhibition, % at 8.92 µM; purified mABHD4, FP-Rh probe fluorescence polarization; 370,000 tested, 0.54% active;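 active means inhibition exceeding the mean over every tested compound plus 3 SD, cut at about 30% in these data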;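 further: 0% = plate median of compound wells and 100% = S159A mutant with DMSO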
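Assay system: mABHD4 protein; medium: HEPES pH 7.0, NaCl, Pluronic buffer; dosing: 8.92 µM, single dose; schedule: 45 min + 60 min at 25 °C; signal: FP readout, ex 525 nm / em 598 nm; read-out: normalized percent inhibition of probe labeling; repeats: single replicate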
PRMT1 inh = PRMT1 methyltransferase inhibitors, primary screen, biochemical, fluorescence polarization. recombinant PRMT1, activity-based probe fluorescence polarization. 370,000 tested, 1.3% active. inhibition, % at 2.79 µM;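 active means inhibition above about 21% made by adding two undisclosed values, limit read from the data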
Target sequence (Q99873 whole entry, looked up): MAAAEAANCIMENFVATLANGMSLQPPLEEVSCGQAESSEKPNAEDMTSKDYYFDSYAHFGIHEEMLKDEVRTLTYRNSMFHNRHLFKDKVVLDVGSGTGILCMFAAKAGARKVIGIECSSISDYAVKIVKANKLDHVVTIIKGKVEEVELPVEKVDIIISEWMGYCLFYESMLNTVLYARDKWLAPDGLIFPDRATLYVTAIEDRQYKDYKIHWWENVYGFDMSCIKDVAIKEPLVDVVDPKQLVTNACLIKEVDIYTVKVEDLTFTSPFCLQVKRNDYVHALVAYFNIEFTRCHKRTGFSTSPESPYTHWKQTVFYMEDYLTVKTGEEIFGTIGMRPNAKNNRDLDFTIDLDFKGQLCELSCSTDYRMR
TDP2 absorb = human TDP2 enzyme inhibitors, primary screen, biochemical, epi absorbance, recombinant enzyme. Tyrosyl-DNA phosphodiesterase 2 (Homo sapiens), O95551. T5PNP hydrolysis, p-nitrophenol absorbance 415 nm. inhibition, % at 12.8 µM. 370,000 tested, 0.34% active. AID 720702, 2013;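 active means inhibition above the mean of all tested compounds plus 3 SD, set per campaign, cut at about 25% in these data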;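 further: 0% = DMSO with enzyme and 100% = buffer with substrate but no TDP2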
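Incubation: 2 h at 37 °C; Test system: recombinant human TDP2; Quantity: enzyme 120 nM; Read-out basis: percent inhibition; Medium: 50 mM Tris-HCl pH 7.5 with Mg2+, KCl, DTT, BSA; Repeats: single replicate; Compound: 12.8 µM single point, 1% DMSO; Signal: epi absorbance; Reagent: 5 mM T5PNP chromogenic substrate; Benchmarks: no-enzyme high, DMSO-plus-enzyme low.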
rCAG RNA binder = binders of r(CAG) RNA repeats, primary screen, biochemical, fluorescence. r(CAG) RNA repeat, TO-PRO-1 dye displacement fluorescence. inhibition, % at 3 µM. 370,000 tested, 1.3% active;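 active means inhibition above the plate cutoff, the mean of all test compounds on that plate plus 3 SD, cut at about 35% in these data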;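 further: 0% = DMSO alone and 100% = 100 µM mitoxantrone as full dye displacement; higher means more dye released from RNA so lower well fluorescence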
Numbers without * were called inactive. A portion of the library; rates above refer to the full screens.

CCOC(=O)CNC(=O)N1CCCC(Cc2ccccc2)(C(=O)OCC)C1 (centres undefined) was read as HTRA1 inhibitor 1, NPR2 activator 5, SIAE inh -5, TCR-CD3 inh -5, LEDGF integ inh -4, MBD2 inh 2, mABHD4 FP 6, PRMT1 inh 1, TDP2 absorb 1 and rCAG RNA binder -6.
COc1cc2c(cc1NC(=O)c1cc(-c3ccncc3)nc3ccc(C)cc13)oc1ccccc12 was read as HTRA1 inhibitor -13, NPR2 activator 4, SIAE inh 5, TCR-CD3 inh 8, LEDGF integ inh -2, MBD2 inh 1, mABHD4 FP -2, PRMT1 inh 1, TDP2 absorb 1 and rCAG RNA binder 12.
For CCCCNS(=O)(=O)c1ccc(NC(=O)C2CCCO2)cc1 (centres undefined) the results were HTRA1 inhibitor 3, NPR2 activator 4, SIAE inh 4, TCR-CD3 inh 3, LEDGF integ inh -1, MBD2 inh -4, mABHD4 FP -1, PRMT1 inh -1, TDP2 absorb 4 and rCAG RNA binder 2.
Screening O=C(O)CSCC(=O)N1CCN(c2nc3cc(Cl)ccc3s2)CC1 returned HTRA1 inhibitor 2, NPR2 activator 3, SIAE inh 8, TCR-CD3 inh 2, LEDGF integ inh 3, MBD2 inh -6, mABHD4 FP -5, PRMT1 inh 0, TDP2 absorb -9 and rCAG RNA binder 1.
CCC(C)NC(=O)C(=O)NCc1ccccn1 (centres undefined) was read as HTRA1 inhibitor 1, NPR2 activator 0, SIAE inh 3, TCR-CD3 inh -3, LEDGF integ inh -2, MBD2 inh 7, mABHD4 FP 5, PRMT1 inh -1, TDP2 absorb 5 and rCAG RNA binder -4.
N/C(Cc1ccc([N+](=O)[O-])cc1)=N\OC(=O)c1ccccc1F was read as HTRA1 inhibitor -4, NPR2 activator 0, SIAE inh 7, TCR-CD3 inh 3, LEDGF integ inh 0, MBD2 inh -3, mABHD4 FP 0, PRMT1 inh -5, TDP2 absorb 7 and rCAG RNA binder -1.
`NNc1cc([N+](=O)[O-])cc2c1C(=O)N(Cc1ccccc1)S2=O` (centres undefined) gave HTRA1 inhibitor 20, NPR2 activator -6, SIAE inh 4, TCR-CD3 inh -1, LEDGF integ inh -6, MBD2 inh 0, mABHD4 FP 15, PRMT1 inh 26*, TDP2 absorb -1 and rCAG RNA binder 21.
For Cc1ccc(NCc2n[nH]c(=S)n2-c2ccccc2)c(C)c1 the results were HTRA1 inhibitor 3, NPR2 activator 3, SIAE inh 1, TCR-CD3 inh -3, LEDGF integ inh 2, MBD2 inh 0, mABHD4 FP 5, PRMT1 inh -3, TDP2 absorb 10 and rCAG RNA binder 1.
CC(NC(=O)COC(=O)c1ccc2ccccc2n1)C1CC2CCC1C2 (centres undefined) was read as HTRA1 inhibitor 7, NPR2 activator 6, SIAE inh -3, TCR-CD3 inh 2, LEDGF integ inh 8, MBD2 inh 0, mABHD4 FP 3, PRMT1 inh -2, TDP2 absorb -10 and rCAG RNA binder -11.
`COc1cccc(NC(=S)N(CCCN2CCOCC2)Cc2cn(C)c3ccccc23)c1` gave HTRA1 inhibitor 1, NPR2 activator -5, SIAE inh 4, TCR-CD3 inh 8, LEDGF integ inh 1, MBD2 inh 2, mABHD4 FP -3, PRMT1 inh -2, TDP2 absorb 4 and rCAG RNA binder -3.

Ordered by molar mass (lowest first): some entries from above
CCC(C)NC(=O)C(=O)NCc1ccccn1 (centres undefined) was read as HTRA1 inhibitor 1, NPR2 activator 0, SIAE inh 3, TCR-CD3 inh -3, LEDGF integ inh -2, MBD2 inh 7, mABHD4 FP 5, PRMT1 inh -1, TDP2 absorb 5 and rCAG RNA binder -4.
`NNc1cc([N+](=O)[O-])cc2c1C(=O)N(Cc1ccccc1)S2=O` (centres undefined) gave HTRA1 inhibitor 20, NPR2 activator -6, SIAE inh 4, TCR-CD3 inh -1, LEDGF integ inh -6, MBD2 inh 0, mABHD4 FP 15, PRMT1 inh 26*, TDP2 absorb -1 and rCAG RNA binder 21.
CCOC(=O)CNC(=O)N1CCCC(Cc2ccccc2)(C(=O)OCC)C1 (centres undefined) was read as HTRA1 inhibitor 1, NPR2 activator 5, SIAE inh -5, TCR-CD3 inh -5, LEDGF integ inh -4, MBD2 inh 2, mABHD4 FP 6, PRMT1 inh 1, TDP2 absorb 1 and rCAG RNA binder -6.
`COc1cccc(NC(=S)N(CCCN2CCOCC2)Cc2cn(C)c3ccccc23)c1` gave HTRA1 inhibitor 1, NPR2 activator -5, SIAE inh 4, TCR-CD3 inh 8, LEDGF integ inh 1, MBD2 inh 2, mABHD4 FP -3, PRMT1 inh -2, TDP2 absorb 4 and rCAG RNA binder -3.

(next part)
Screening O=C1Nc2ccc(Br)cc2/C1=C/C1CC=CCC1 (centres undefined) returned HTRA1 inhibitor -20, NPR2 activator 1, SIAE inh 0, TCR-CD3 inh 13, LEDGF integ inh 1, MBD2 inh -3, mABHD4 FP -16, PRMT1 inh 1, TDP2 absorb -11 and rCAG RNA binder 1.
For COc1ccccc1OCCNC(=O)c1cccc(S(=O)(=O)N2CCN(C)CC2)c1 the results were HTRA1 inhibitor 3, NPR2 activator 5, SIAE inh 2, TCR-CD3 inh 2, LEDGF integ inh 3, MBD2 inh -1, mABHD4 FP 1, PRMT1 inh 2, TDP2 absorb 2 and rCAG RNA binder -4.
`Cn1cc(CN2C[C@]3(C)C[C@H]2CC(C)(C)C3)c(-c2ccc3c(c2)OCCO3)n1` gave HTRA1 inhibitor -5, NPR2 activator -2, SIAE inh -4, TCR-CD3 inh -1, LEDGF integ inh 0, MBD2 inh -2, mABHD4 FP -2, PRMT1 inh 0, TDP2 absorb -6 and rCAG RNA binder -5.
For COc1ccc(C2NC(=O)NC(c3ccccc3)=C2c2nc3ccccc3s2)cc1 (centres undefined) the results were HTRA1 inhibitor -64, NPR2 activator -4, SIAE inh -4, TCR-CD3 inh 0, LEDGF integ inh 7, MBD2 inh 1, mABHD4 FP -19, PRMT1 inh 1, TDP2 absorb 1 and rCAG RNA binder 1.
`CCOC(=O)CNC(=S)N(Cc1ccccc1)Cc1ccccc1F` gave HTRA1 inhibitor -5, NPR2 activator -7, SIAE inh -6, TCR-CD3 inh -1, LEDGF integ inh 3, MBD2 inh 1, mABHD4 FP -9, PRMT1 inh 1, TDP2 absorb 2 and rCAG RNA binder -2.
Screening CCNC(=O)c1ccc(NS(=O)(=O)c2ccccc2)cc1 returned HTRA1 inhibitor 4, NPR2 activator -4, SIAE inh -6, TCR-CD3 inh -6, LEDGF integ inh 1, MBD2 inh 7, mABHD4 FP -9, PRMT1 inh 2, TDP2 absorb 0 and rCAG RNA binder -1.
O=C(CSc1nc2ccccc2c(=O)[nH]1)c1ccc(O)cc1O was read as HTRA1 inhibitor -8, NPR2 activator -2, SIAE inh 4, TCR-CD3 inh -8, LEDGF integ inh 0, MBD2 inh 5, mABHD4 FP -11, PRMT1 inh 3, TDP2 absorb 2 and rCAG RNA binder 5.
Screening O=C(O)C1C2C=CC(C2)C1C(=O)NCCc1ccncc1 (centres undefined) returned HTRA1 inhibitor -6, NPR2 activator 1, SIAE inh 7, TCR-CD3 inh 11, LEDGF integ inh -1, MBD2 inh 1, mABHD4 FP 0, PRMT1 inh -1, TDP2 absorb 9 and rCAG RNA binder -1.
Screening C[C@H](CO)N1C[C@H](C)[C@@H](CN(C)S(=O)(=O)c2ccccc2)Oc2ccc(NS(=O)(=O)c3cn(C)cn3)cc2C1=O returned HTRA1 inhibitor -3, NPR2 activator 2, SIAE inh 0, TCR-CD3 inh 1, LEDGF integ inh 7, MBD2 inh -1, mABHD4 FP -2, PRMT1 inh -3, TDP2 absorb 8 and rCAG RNA binder 4.
For Cc1ccc(-c2nn(CC(=O)Nc3cccnc3)c(=O)c3ccccc23)cc1 the results were HTRA1 inhibitor -3, NPR2 activator 1, SIAE inh -3, TCR-CD3 inh -3, LEDGF integ inh -1, MBD2 inh -4, mABHD4 FP -3, PRMT1 inh 3, TDP2 absorb 1 and rCAG RNA binder -1.
`CC1=NN(c2nc(-c3ccc(C)cc3)cs2)C(=O)C1N=Nc1ccc(C(N)=O)cc1` (centres undefined) gave HTRA1 inhibitor 27, NPR2 activator 8, SIAE inh 4, TCR-CD3 inh 2, LEDGF integ inh -1, MBD2 inh 4, mABHD4 FP 14, PRMT1 inh -1, TDP2 absorb -6 and rCAG RNA binder 27.
For CCOc1ncccc1C(=O)N1CCN(C(c2ccccc2)c2ccccc2)CC1 the results were HTRA1 inhibitor -10, NPR2 activator -5, SIAE inh -2, TCR-CD3 inh 3, LEDGF integ inh -1, MBD2 inh 5, mABHD4 FP -1, PRMT1 inh -5, TDP2 absorb 2 and rCAG RNA binder -10.
Cc1ccc(CCC(=O)Nc2ccc(C#N)cc2)o1 was read as HTRA1 inhibitor 3, NPR2 activator -1, SIAE inh 0, TCR-CD3 inh -8, LEDGF integ inh -4, MBD2 inh 2, mABHD4 FP 8, PRMT1 inh 6, TDP2 absorb -2 and rCAG RNA binder 3.
For CCc1noc(C)c1C(=O)OCC(=O)Nc1c(F)cccc1F the results were HTRA1 inhibitor -1, NPR2 activator 0, SIAE inh 2, TCR-CD3 inh 3, LEDGF integ inh 4, MBD2 inh 2, mABHD4 FP -3, PRMT1 inh -2, TDP2 absorb -5 and rCAG RNA binder 2.
`CCC(CC)c1nnc(NC(=O)Cc2ccccc2[N+](=O)[O-])s1` gave HTRA1 inhibitor 5, NPR2 activator 0, SIAE inh -9, TCR-CD3 inh -6, LEDGF integ inh -1, MBD2 inh 7, mABHD4 FP 1, PRMT1 inh 1, TDP2 absorb 2 and rCAG RNA binder 2.
Cc1ccc(-c2nc(=S)c3c(n2Cc2ccco2)CCCC3)cc1 was read as HTRA1 inhibitor -17, NPR2 activator 7, SIAE inh -3, TCR-CD3 inh 3, LEDGF integ inh 0, MBD2 inh -2, mABHD4 FP 2, PRMT1 inh 7, TDP2 absorb 9 and rCAG RNA binder 5.
`Cc1cc(C)c2c(=O)c(C#N)coc2c1` gave HTRA1 inhibitor -19, NPR2 activator 1, SIAE inh -6, TCR-CD3 inh 0, LEDGF integ inh 3, MBD2 inh -1, mABHD4 FP 1, PRMT1 inh 0, TDP2 absorb 4 and rCAG RNA binder 2.
